Screens deposited in PubChem BioAssay by several laboratories.
Bim-Bcl-XL = inhibitors of Bim-Bcl-XL binding, primary screen, biochemical, multiplexed, bead flow cytometry, human Bcl-XL; inhibition, % at 10 µM; 190,000 compounds, 0.04% hits; Bcl-2-like protein 1 (Homo sapiens), Q07817; Bim peptide-Bcl-XL binding, fluorescence
Target sequence (Q07817 whole entry, looked up): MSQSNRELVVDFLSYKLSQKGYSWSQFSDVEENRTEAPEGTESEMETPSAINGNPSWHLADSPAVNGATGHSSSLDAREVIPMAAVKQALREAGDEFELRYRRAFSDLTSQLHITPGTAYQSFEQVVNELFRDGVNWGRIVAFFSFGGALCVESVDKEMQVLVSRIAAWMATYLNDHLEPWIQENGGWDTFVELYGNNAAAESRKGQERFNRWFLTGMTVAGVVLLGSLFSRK
Bim-Bfl-1 = inhibitors of Bim binding to Bfl-1, primary screen, biochemical, multiplexed, bead-based flow cytometry; Bim-Bfl-1 binding inhibition; AID 1008, 2008; Bcl-2-related protein A1 (Homo sapiens), Q16548; 190,000 compounds, 0.12% hits; inhibition, % at 10 µM;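 further: 0% = wells without compound plus tracer and 100% = blocker peptide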
Bim-Bcl-B = inhibitors of Bim-Bcl-B binding, primary screen, biochemical, multiplexed, human Bcl-2 family; Bcl-2-like protein 10 (Homo sapiens), Q9HD36; bead-based flow cytometry, Bim peptide-Bcl-B binding; inhibition, % at 10 µM; 190,000 compounds, 0.073% hits;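 further: 0% = tracer peptide without compound and 100% = reference inhibitor peptide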
Target sequence (Q9HD36 whole entry, looked up): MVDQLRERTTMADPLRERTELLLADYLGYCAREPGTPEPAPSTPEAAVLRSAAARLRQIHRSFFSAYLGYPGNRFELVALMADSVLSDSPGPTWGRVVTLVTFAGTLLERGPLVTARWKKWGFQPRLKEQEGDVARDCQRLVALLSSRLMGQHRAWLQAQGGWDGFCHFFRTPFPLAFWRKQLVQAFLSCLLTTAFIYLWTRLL
RGS8-Gao = RGS8-Galphao binding modulators, primary screen, biochemical, multiplexed bead flow cytometry. Guanine nucleotide-binding protein G(o) subunit alpha (Homo sapiens), P09471. actives lie on both sides. response (percent of control binding), % at 10 µM. 220,000 compounds, 0.34% hits; in the data active means response below about 60% or above about 140%; inactive means in between;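 further: Galphao activated as the GDP aluminium fluoride complex binding bead-coupled RGS8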
Target sequence (P09471 whole entry, looked up): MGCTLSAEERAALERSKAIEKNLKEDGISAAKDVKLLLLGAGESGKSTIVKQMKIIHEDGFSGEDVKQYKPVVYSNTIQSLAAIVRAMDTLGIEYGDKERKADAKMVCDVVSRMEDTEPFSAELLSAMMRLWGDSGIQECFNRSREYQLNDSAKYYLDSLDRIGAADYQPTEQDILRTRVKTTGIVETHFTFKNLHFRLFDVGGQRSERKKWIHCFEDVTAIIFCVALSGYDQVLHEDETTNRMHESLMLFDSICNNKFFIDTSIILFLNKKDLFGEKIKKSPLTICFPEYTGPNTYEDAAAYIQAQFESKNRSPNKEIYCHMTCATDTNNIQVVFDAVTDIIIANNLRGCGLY
Mcl1 Noxa PPI = Mcl-1/Noxa binding inhibitors, primary screen, biochemical, TR-FRET, 1536-well; Induced myeloid leukemia cell differentiation protein Mcl-1 (Homo sapiens), Q07820; 220,000 compounds, 1.5% hits; TR-FRET Mcl-1/Noxa peptide binding, 2 h; AID 1022, 2008; inhibition, % at 21.7 µM;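 active means compounds that cut the protein-peptide binding signal by more than 50% relative to plate controls in a single-dose test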;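 further: His-tagged Mcl-1 with rhodamine Noxa BH3 peptide and terbium anti-His antibody; 0% = Mcl-1 plus Noxa peptide wells and 100% = peptide-only wells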
Bim-Bcl-2 = inhibitors of Bim-Bcl-2 binding, primary screen, biochemical, multiplexed, human Bcl-2 family. 190,000 compounds, 0.06% hits. inhibition, % at 10 µM. Bead-based flow cytometry, Bim peptide-Bcl-2 binding. AID 950, 2007. Apoptosis regulator Bcl-2 (Homo sapiens), P10415; in the data active means inhibition above about 40%; inconclusive means no clear call, values can overlap the other calls;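 further: 0% = no compound wells with probe peptide and 100% = reference peptide inhibitor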
RGS7-Gao reg = RGS7-Galphao binding modulators, primary screen, biochemical, multiplexed bead flow cytometry; Guanine nucleotide-binding protein G(o) subunit alpha (Homo sapiens), P09471; actives lie on both sides; binding response (% of control), % at 10 µM; 220,000 compounds, 0.35% hits; in the data active means binding response below about 49% or above about 150%; inconclusive means no clear call, values can overlap the other calls; inactive means in between;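 further: fluorescent Galphao held in activated GDP-AlF4 state binding bead-coupled RGS7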
RGS4-Gao reg = modulators of RGS4 binding to Galphao, primary screen, biochemical, multiplexed bead flow cytometry | actives lie on both sides | binding response (% of control), % at 10 µM | AID 1415, 2008 | 220,000 compounds, 0.33% hits; in the data active means binding response below about 49% or above about 150%; inactive means in between;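 further: fluorescent Galphao activated with aluminum fluoride binding bead-coupled RGS4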
Mcl1 Bid PPI = Mcl-1/Bid binding inhibitors, primary screen, biochemical, TR-FRET, 1536-well; Induced myeloid leukemia cell differentiation protein Mcl-1 (Homo sapiens), Q07820; TR-FRET Mcl-1/Bid-Dy647 peptide binding; inhibition, % at 21.7 µM; 220,000 compounds, 0.97% hits;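 active means compounds that cut the binding signal by more than half at the single screening dose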;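 further: His-tagged Mcl-1 with europium anti-His antibody binding Bid BH3 peptide; 0% = Mcl-1 plus peptide wells and 100% = peptide-only wells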
Bcl-W Bim block = inhibitors of Bim binding to Bcl-W, primary screen, biochemical, multiplexed, bead-based flow cytometry; 190,000 compounds, 0.02% hits; Bcl-2-like protein 2 (Homo sapiens), Q92843; inhibition, % at 10 µM; Bim peptide-Bcl-W binding; AID 952, 2007;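 further: 0% = bound tracer without compound and 100% = peptide blocker; higher means less fluorescent Bim peptide bound to Bcl-W beads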
Target sequence (Q92843 whole entry, looked up): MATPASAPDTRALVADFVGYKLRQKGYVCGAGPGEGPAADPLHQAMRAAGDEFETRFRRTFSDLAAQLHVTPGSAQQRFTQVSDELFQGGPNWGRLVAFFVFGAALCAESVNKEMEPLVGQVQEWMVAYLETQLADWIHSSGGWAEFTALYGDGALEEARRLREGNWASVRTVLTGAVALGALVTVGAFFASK
Bim-Mcl-1 = inhibitors of Bim peptide binding to Mcl-1, primary screen, biochemical, bead-based flow cytometry, multiplex | Bim peptide-Mcl-1 binding | inhibition, % at 10 µM | 190,000 compounds, 0.1% hits | AID 1009, 2008;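 further: 0% = no compound tracer wells and 100% = peptide blocker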
Active calls of the source: *; u = inconclusive; x = no result given. Unless noted, no stated cut-off is given here; in the data, active means inhibition above about 40%. Rows were taken by chance. Share with any hit: about 2.7%.

Each structure is followed by: Bim-Bcl-XL | Bim-Bfl-1 | Bim-Bcl-B | RGS8-Gao | Mcl1 Noxa PPI | Bim-Bcl-2 | RGS7-Gao reg | RGS4-Gao reg | Mcl1 Bid PPI | Bcl-W Bim block | Bim-Mcl-1
> Cc1cc(Br)ccc1OCC(=O)NNC(=O)C(=O)Nc1ccccc1
 : -1 | -8 | -3 | 101 | 0 | 0 | 98 | 98 | -32 | 0 | 0
> O=C(O)CCCCCNS(=O)(=O)c1cccc2c1C(=O)c1ccccc1C2=O
 : 13 | 2 | 5 | 102 | 5 | 4 | 98 | 103 | 23 | 9 | 10
> CCOc1cc(CNc2ccc(N3CCOCC3)cc2)cc(Br)c1OCC
 : 0 | 11 | -6 | 105 | 23 | 4 | 102 | 100 | -8 | 8 | -2
> S=c1[nH]nc(-c2ccco2)n1/N=C/c1ccc(Cl)c(Cl)c1
 : -4 | 2 | -27 | 100 | 47 | -1 | 104 | 100 | -39 | 0 | -7
> CCOC(=O)Cc1csc(NC(=O)c2ccc(S(=O)(=O)N3CCCC3)cc2)n1
 : 0 | -8 | -7 | 100 | 9 | -2 | 105 | 100 | -25 | 1 | 3
> CC(=O)N[C@@H](C)C(=O)OC(C)C(=O)Nc1cccc([N+](=O)[O-])c1 (some centres not stated)
 : -2 | -6 | -4 | 103 | 7 | -2 | 102 | 102 | -16 | -3 | -2
> NS(=O)(=O)c1ccc(CCNC(=O)Cc2c[nH]c3ccccc23)cc1
 : -2 | 0 | 0 | 82 | 15 | -1 | 99 | 95 | -95 | -2 | -1
> CC(C)(C)CC(C)(C)NCC(=O)Nc1c2c(nc3ccccc13)CCC2
 : -4 | -5 | -1 | 103 | 25 | -2 | 101 | 99 | 29 | -3 | -3
> O=C(NCc1ccncc1)c1cc(C(=O)C2CCCCC2)c[nH]1
 : -2 | -5 | -2 | 98 | 14 | -2 | u | 101 | -27 | 0 | -1
> CCO[C@H]1OC(C(=O)Nc2ccccc2)=C[C@@H](c2ccc(Br)cc2)[C@@H]1CCCO
 : -4 | -6 | -6 | 119 | 10 | -6 | 117 | 118 | 15 | 1 | -4
> COC(=O)c1sccc1NC(=O)Nc1cc(C)ccc1C
 : 0 | 4 | 1 | 100 | 0 | 1 | 96 | 96 | -24 | 4 | -7
> O=C(NCCCN1CCOCC1)c1c(F)cccc1F
 : -2 | 2 | -2 | 101 | 9 | -3 | 100 | 99 | -10 | 0 | -1
> COc1ccc(OC)c(NC(=O)CSc2nnc(N)s2)c1
 : -6 | -10 | -6 | 94 | 5 | -11 | 92 | 93 | -30 | -2 | -4
> CCc1ccccc1NC(=O)CN(C)C(=O)CSc1nc2cc(Cl)ccc2s1
 : -7 | -1 | -9 | 103 | -5 | -4 | 100 | 102 | -7 | -3 | -5
> CCCc1nnc2n1N=C(c1ccc(-c3cc(Cl)ccc3Cl)o1)CS2
 : 3 | 17 | 9 | 101 | 32 | 13 | 101 | 98 | 15 | 0 | 4
> Cn1c(N)c(C(=O)Nc2ccc3ccccc3c2)sc1=S
 : -2 | 15 | -21 | 77 | 66* | -1 | 94 | 87 | 44 | 1 | -9
> O=C(Nc1cc(N2CCCCC2)ncn1)c1ccccc1
 : -1 | -6 | -2 | 106 | 14 | -1 | 99 | 103 | -5 | -1 | 0
> COc1ccc(N2CC(C(=O)NCCc3ccc(OC)c(OC)c3)CC2=O)cc1 (configuration not stated)
 : -6 | -8 | -7 | 101 | 3 | -8 | 98 | 101 | -18 | -3 | -3
> C=C(C)COc1ccc(-c2nc(N)nc(C)c2-c2ccc(OC)cc2)c(O)c1
 : 4 | 5 | 0 | 82 | -87 | 7 | 88 | 90 | -42 | 0 | 3
> O=C(Nc1ccc(-c2nnc(-c3ccccc3)o2)cc1)C(F)(F)F
 : 0 | 0 | 0 | 102 | -7 | -1 | 102 | 101 | 7 | -3 | -3
> COc1cccc2cc(C(=O)n3ccc(C)n3)c(=O)oc12
 : 0 | 1 | 1 | 97 | 4 | -2 | 96 | 96 | -24 | 0 | 2
> S=c1[nH]c(-c2ccc(Cl)cc2)cs1
 : -9 | 2 | -29 | 95 | -2 | 0 | 103 | 101 | -66 | -7 | -7
> CC(C)COC(=O)C1C2C=CC3(CN(C4CCCC4)C(=O)C13)O2 (configuration not stated)
 : -4 | -10 | -7 | 105 | 0 | -7 | 100 | 101 | -17 | 0 | -2
> Nc1ccc(-c2nc3ccc(N)cc3o2)cc1
 : 0 | -1 | 38 | 47* | -4 | 15 | 1.9* | 50 | -41 | 0 | 11
> COc1ccc(CCN(Cc2ccccn2)C(=S)Nc2ccccc2C)cc1OC
 : -2 | -3 | -12 | 98 | -3 | -5 | u | 99 | -31 | 0 | -4
> CC(C)CN1CCN(Cc2cnc(N3CCOCC3)s2)CC1CCO (configuration not stated)
 : 2 | -3 | -1 | 93 | 3 | 0 | 88 | 92 | -48 | 12 | 22
> Cc1[nH]n(-c2cccc3ccccc23)c(=O)c1/C=N/NC(=O)c1cccc([N+](=O)[O-])c1
 : -5 | -4 | -2 | 97 | -4 | -5 | 101 | 98 | -55 | -2 | -5
> CSC(=NCc1ccco1)NC#N
 : x | x | x | 100 | -1 | x | u | 99 | -17 | x | x
> COc1ccc(Br)cc1/C=C/C(=O)c1ccc(NC(C)=O)cc1
 : -10 | -10 | -10 | 100 | 23 | -14 | 101 | 102 | 15 | -8 | -7
> c1ccc(CNc2ncnc3c2oc2ccccc23)nc1
 : -6 | -1 | -8 | 100 | 14 | -2 | 101 | 100 | 2 | -2 | -4
> CC(C)c1ccc(NC(=S)NC2CCCCCC2)cc1
 : -4 | -6 | -6 | 103 | 4 | -4 | u | 103 | -34 | -1 | 0
> O=c1[nH]c(C2C3CC4CC(C3)CC2C4)nc2ccccc12 (configuration not stated)
 : -7 | 1 | 0 | 99 | 1 | 0 | 100 | 99 | -15 | 1 | -1
> CC(NC(=O)C(=O)N/N=C\c1ccc([N+](=O)[O-])cc1)c1ccccc1 (configuration not stated)
 : -3 | 0 | -2 | 97 | -6 | -2 | 92 | 96 | -27 | -3 | -5
> CC1=Nc2cccc([N+](=O)[O-])c2NC(=O)C1
 : 0 | 0 | 0 | 106 | 17 | 0 | 97 | 106 | -9 | -1 | -3
> CS(=O)(=O)c1ccc(C(=O)OCc2nnc(-c3ccc(Cl)cc3)o2)cc1[N+](=O)[O-]
 : -2 | 3 | -3 | 98 | 7 | 0 | 100 | 97 | 13 | 2 | 1
> COC(=O)c1ccc(C(=O)OC)c(NC(=O)C(C)C)c1
 : -6 | 2 | 0 | 66 | 5 | -1 | 91 | 85 | 2 | -4 | 0
> Cc1ccc(OCC(=O)NNC(=O)c2cc3ccccc3o2)cc1
 : 5 | 0 | 0 | 107 | 12 | 0 | 98 | 88 | 4 | -1 | -1
> COCCn1c(=NC(=O)c2cc(Cl)sc2Cl)sc2cc(S(N)(=O)=O)ccc21
 : -6 | -1 | -5 | 98 | 19 | 0 | 103 | 100 | -3 | -7 | -3
> CCN(CC)CC(=O)Nc1ccc(C)cc1Br
 : -2 | 0 | 0 | 101 | 6 | -3 | 98 | 98 | -10 | -3 | -1
> CCOC(=O)C1=C(C)N(CC(C)C)C(=O)/C1=C\c1cccs1
 : x | x | x | 98 | -15 | x | u | 96 | -13 | x | x
> CS(=O)(=O)N1CCC(C(=O)Nc2cc(Cl)cc(Cl)c2)CC1
 : 0 | -3 | 0 | 102 | 10 | -2 | 106 | 103 | -10 | 0 | 1
> Cc1ccc(C(=O)N2CCN(S(=O)(=O)c3ccccc3[N+](=O)[O-])CC2)o1
 : 0 | 3 | -2 | 99 | -10 | -2 | u | 100 | -41 | 2 | -3
> COc1ccc(/C=N/NC(=O)CCCCCNC(=O)c2ccccc2)cc1
 : -8 | -12 | -6 | 102 | 12 | -3 | 103 | 102 | -4 | -5 | -3
> C=CCNC(=S)NNC(=O)c1ccc(OCC)cc1
 : -8 | -8 | -5 | 101 | 21 | -4 | 104 | 107 | -132 | -8 | -5
> Cc1oc(CC(C)C)c(CN2CCCC2)c1C(=O)O
 : 1 | 1 | 2 | 100 | 22 | 0 | 102 | 100 | -16 | 0 | 1
> C=CCN(CC=C)C(=O)CCc1nnc(CCc2c[nH]c3ccccc23)o1
 : 0 | -2 | -1 | 103 | -6 | 0 | 103 | 101 | -81 | 2 | 4
> Cc1cccc(NC(=O)Cn2nnc(C(=O)NCc3cccs3)c2N)c1C
 : -2 | -8 | -3 | 101 | 4 | -6 | 101 | 97 | -34 | 0 | 0
> CSCCC(NS(=O)(=O)/C=C/c1ccccc1)C(=O)NCCc1ccc(S(N)(=O)=O)cc1 (configuration not stated)
 : x | x | x | 102 | 5 | x | u | 100 | -19 | x | x
> CN(C)c1cccc(NC(=O)C2(C)CC2(Cl)Cl)c1 (configuration not stated)
 : -4 | -4 | 5 | 97 | 39 | -2 | 100 | 99 | -68 | 1 | 84*
> Cc1nn(CC(=O)Nc2ccc(Cl)cn2)c(C)c1Br
 : -2 | 2 | -4 | 104 | 10 | -3 | 103 | 103 | -69 | -2 | -1
> COc1ccc(S(=O)(=O)N(C)CC(=O)O)c2ccccc12
 : -2 | -14 | -6 | 99 | 18 | -13 | 101 | 102 | 4 | 2 | 0
> COc1ccc2cc(CN(CC3CCCO3)C(=O)Nc3ccccc3)c(=O)[nH]c2c1 (configuration not stated)
 : -10 | -16 | -5 | 103 | 1 | -8 | 101 | 103 | -11 | -7 | -4
> CCOC(=O)c1sc(=S)n(-c2ccc(Cl)cc2)c1C
 : 1 | 2 | -1 | 99 | -16 | 10 | 101 | 100 | -22 | -1 | 0
> COc1cccc(OCc2nnc(SCC(=O)OCc3ccccc3)o2)c1
 : -3 | 0 | 0 | 101 | -4 | -1 | 94 | 98 | 8 | -1 | 0
> CCCC(C)NS(=O)(=O)c1ccccc1 (configuration not stated)
 : 0 | -3 | 0 | 100 | 8 | -2 | 103 | 104 | 22 | 0 | 1
> COc1nc(NCc2ccc(Cl)cc2)nc(OC)n1
 : 1 | -10 | -4 | 101 | -4 | -7 | 102 | 103 | -44 | 4 | 0
> Cc1ccc(O)c(C(CC(=O)NCc2cccnc2)c2ccccc2)c1 (configuration not stated)
 : -4 | -4 | -3 | 99 | 6 | -1 | u | 100 | -22 | -1 | -3
